Assay outcomes as filed in PubChem.
M1 PAM: human M1 muscarinic receptor positive allosteric modulators, primary screen, CHO-K1 cells, Fluo-8 calcium fluorescence, 1536-well; Muscarinic acetylcholine receptor M1 (Homo sapiens), P11229; CHO-K1 hM1, ACh EC20; 0% = ACh EC20, 100% = maximal ACh; activation, % at 3 µM; hit rate 0.088% among 360,000; AID 588819, 2011; in the data active = activation above about 19%, passing the limit was not always enough
Target sequence (P11229 whole entry, looked up): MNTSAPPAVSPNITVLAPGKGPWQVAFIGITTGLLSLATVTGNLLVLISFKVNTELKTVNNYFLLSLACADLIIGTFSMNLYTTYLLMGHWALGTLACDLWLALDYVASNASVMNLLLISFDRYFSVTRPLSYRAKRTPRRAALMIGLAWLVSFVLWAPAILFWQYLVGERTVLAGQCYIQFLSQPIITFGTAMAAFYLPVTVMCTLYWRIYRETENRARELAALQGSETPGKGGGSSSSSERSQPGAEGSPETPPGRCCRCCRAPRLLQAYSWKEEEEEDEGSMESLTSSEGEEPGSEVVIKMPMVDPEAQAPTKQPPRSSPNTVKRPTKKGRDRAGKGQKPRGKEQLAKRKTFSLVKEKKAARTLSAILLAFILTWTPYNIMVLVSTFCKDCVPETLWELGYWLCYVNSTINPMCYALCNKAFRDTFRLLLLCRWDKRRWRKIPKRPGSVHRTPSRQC
V1R ag counter: agonists of human V1a receptor, primary screen, counter-screen for OXTR agonist project, fluorescence, CHO-V1R cells. Vasopressin V1a receptor (Homo sapiens), P37288. Fluo-8 calcium fluorescence, agonist mode; 0% DMSO, 100% 3 nM vasopressin. activation, % at 3 µM. hit rate 0.25% among 320,000. AID 2797, 2010;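 active = activation above the mean activation of all tested compounds plus 3 SD, per screening run, cut at about 20% in these data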;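 also: signal is peak over basal fluorescence ratio across a 100 second FLIPR read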
Target sequence (P37288 whole entry, looked up): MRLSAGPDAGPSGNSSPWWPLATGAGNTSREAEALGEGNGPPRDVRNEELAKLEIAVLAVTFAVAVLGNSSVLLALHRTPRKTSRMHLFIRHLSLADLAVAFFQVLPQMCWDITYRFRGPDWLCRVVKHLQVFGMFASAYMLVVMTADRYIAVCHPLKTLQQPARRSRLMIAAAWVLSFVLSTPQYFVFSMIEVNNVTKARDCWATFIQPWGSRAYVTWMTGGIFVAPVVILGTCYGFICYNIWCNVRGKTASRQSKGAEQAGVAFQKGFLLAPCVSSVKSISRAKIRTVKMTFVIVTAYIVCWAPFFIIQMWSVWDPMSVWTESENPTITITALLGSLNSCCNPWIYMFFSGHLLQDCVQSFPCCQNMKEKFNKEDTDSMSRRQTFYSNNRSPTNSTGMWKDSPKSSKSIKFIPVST
M1 antag: human M1 muscarinic receptor antagonists, primary screen, CHO-K1 cells, Fluo-8 calcium fluorescence, 1536-well; inhibition, % at 3 µM; Muscarinic acetylcholine receptor M1 (Homo sapiens), P11229; hit rate 1.3% among 360,000; CHO-K1 hM1, ACh EC80 antagonist;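 active = percent inhibition above its own plate's cutoff, namely the mean of that plate's compound wells plus 3 SD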;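 also: peak over basal fluorescence ratio during 140 s after agonist addition; 0% = ACh EC80 plus DMSO and 100% = DMSO alone without agonist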
CHO parental Ca: ATP-evoked calcium signal inhibitors, parental CHO, primary screen, counter-screen for OX1R antagonist project, cell-based, fluorescence, Fluo-8 calcium dye; parental CHO-K1, ATP-induced calcium, Fluo-8 fluorescence; inhibition, % at 5.6 µM; hit rate 0.63% among 330,000;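 active = inhibition above that plate's mean sample inhibition plus 3 SD, cut at about 26% in these data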;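 also: 0% = ATP-challenged DMSO wells and 100% = DMSO wells without ATP; some compounds past the cut are filed as inactive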
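Material: parental CHO cells / Compound: single nominal dose of 5.6 µM per compound / Signal: Fluo-8 fluorescence / Replicates: singlicate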
OXTR agonist: human OXTR agonists, primary screen, fluorescence, CHO-OTR cells, Fluo-8 calcium. Oxytocin receptor (Homo sapiens), P30559. Fluo-8 calcium fluorescence; normalized: DMSO 0%, oxytocin 100%. activation, % at 3 µM. hit rate 0.32% among 320,000;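 active = activation above the mean of all tested compounds plus 3 SD, cutoff set per screening run, cut at about 20% in these data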;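 also: peak over basal fluorescence ratio from a 100 s FLIPR kinetic read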
TAAR1 antag: human TAAR1 antagonists, primary screen, Fluo-8 calcium fluorescence, CHO RD-HGA16 cells; antagonist; inhibition, % at 3 µM; hit rate 1.5% among 360,000; AID 624466, 2012; Trace amine-associated receptor 1 (Homo sapiens), Q96RJ0;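 active = inhibition above a per-plate cutoff, the mean inhibition of test compounds on that plate plus 3 SD, cut at about 49% in these data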;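 also: 0% = DMSO plus EC80 beta-PEA response and 100% = DMSO alone without agonist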
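Test system: RD-HGA16 CHO cells with stable hTAAR1 and Gα16 / Probe or stimulus: EC80 β-phenethylamine stimulus / Times: seeding 17-24 h prior, 75-min 37 °C, 30-min RT dye loading / Detection: Fluo-8 calcium-sensitive fluorescence / Read-out basis: % inhibition scaled between DMSO and EC80 PEA controls / Repeats: singlicate, one well per test compound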
TAAR1 ag: human TAAR1 agonists, primary screen, Fluo-8 calcium fluorescence, CHO RD-HGA16 cells; Trace amine-associated receptor 1 (Homo sapiens), Q96RJ0; vehicle wells 0%, saturating PEA agonist 100%; activation, % at 3 µM; hit rate 0.99% among 360,000; AID 624467, 2012;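 active = activation above the mean activation of all test compounds in the run plus 3 SD, cut at about 38% in these data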
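Benchmarks: low control DMSO, high control PEA (EC100); System: CHO RD-HGA16 cells carrying human TAAR1 plus Gα16; Detection: Fluo-8 fluorescence, 5 s baseline then 140 s kinetic read; Schedule: 17-24 h plating, Fluo-8 75 min 37 °C, 30 min RT; Read-out basis: % activation from peak over basal fluorescence ratio, DMSO-to-PEA scaled.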
OXTR potentiator: human OXTR potentiators, primary screen, fluorescence, CHO-OTR cells, Fluo-8 calcium | Oxytocin receptor (Homo sapiens), P30559 | Fluo-8 calcium fluorescence, potentiator mode; 0% = oxytocin EC15, 100% = EC100 | activation, % at 3 µM | hit rate 0.061% among 320,000 | AID 2445, 2010;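 active = activation above that plate's cutoff, the mean activation of tested compounds plus 3 SD, cut at about 6.6% in these data, passing the limit was not always enough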;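 also: 100% uses oxytocin at 75 nM as the full agonist control; some results filed as inactive read as strong as hits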
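Assay system: CHO cell line stably expressing human OTR | Also added: Oxytocin at about EC15, sub-maximal agonist stimulus | Times: Compound 6 min at room temperature before oxytocin, 100 s read | Measured by: Fluo-8 intracellular calcium fluorescence, ex 470-495, em 515-575 nm | Controls: EC15 oxytocin alone as 0%, 75 nM oxytocin as 100%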
CHRM1 agonist: human M1 muscarinic receptor agonists, primary screen, Fluo-8 calcium fluorescence, CHO-K1 cells, HTS; Muscarinic acetylcholine receptor M1 (Homo sapiens), P11229; CHO-K1 hM1, agonist mode; 0% DMSO, 100% acetylcholine EC100; activation, % at 3 µM; hit rate 0.33% among 360,000; AID 588814, 2011;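 active = activation above the run's mean compound activation plus 3 SD, cut at about 16% in these data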;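 also: peak over basal fluorescence ratio within a 140 s kinetic read after compound addition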
Starred values were filed as active, the others as inactive; nt = no result given.

| # | molecule | M1 PAM | OXTR agonist | CHO parental Ca | V1R ag counter | CHRM1 agonist |
| --- | --- | --- | --- | --- | --- | --- |
| 1 | CC(=O)Nc1ccc(SCC(=O)OCC(=O)NC(=O)NCc2ccco2)cc1 | 0 | 0.1 | -9 | 1.0 | -3 |
| 2 | O=C(NNC(=O)c1ccc(Cl)s1)c1csc(N2CCOCC2)n1 | 4 | 0.1 | -6 | 0.3 | -2 |
| 3 | Cc1ccc(C(=O)NC(=C(Cl)Cl)S(=O)(=O)c2ccccc2)cc1 | 3 | -2.1 | -6 | -1.6 | -12 |
| 4 | CCc1nc2ccc(C(=O)NCCCn3ccnc3)cn2c1N(C)CCC(C)C | -12 | nt | nt | nt | -8 |
| 5 | COc1ccc(NC(=O)CSc2nc(O)cc(=O)[nH]2)c(OC)c1 | 1 | 1.0 | -11 | 0.3 | -1 |
| 6 | COC(=O)c1cc(CNC(=O)c2ccc(O)c(Cl)c2)ccc1OC | 6 | -1.1 | 3 | 0.7 | -1 |
| 7 | COc1ccccc1C(=O)Nc1ccc(S(=O)(=O)NC2=NCCCCC2)cc1 | 2 | 0.7 | -2 | 0.4 | -3 |
| 8 | CC(NC(=O)COc1ccccc1)C(=O)OCC(=O)c1cc2ccccc2o1 (stereo not drawn) | 10 | -1.7 | -12 | 3.8 | -4 |

| # | TAAR1 antag | OXTR potentiator | TAAR1 ag | M1 antag |
| --- | --- | --- | --- | --- |
| 1 | -18 | -15 | 1 | 4 |
| 2 | -11 | -4 | 0 | -3 |
| 3 | -4 | 6 | 1 | -6 |
| 4 | 6 | nt | 0 | 8 |
| 5 | -18 | 4 | 2 | -6 |
| 6 | 1 | 2 | 8 | -2 |
| 7 | -14 | -5 | 1 | 2 |
| 8 | 5 | -8 | 0 | -4 |

Additional structures
| # | molecule | M1 PAM | OXTR agonist | CHO parental Ca | V1R ag counter | CHRM1 agonist |
| --- | --- | --- | --- | --- | --- | --- |
| 9 | Cc1cc(S(=O)(=O)NCC2CCCO2)c(C)cc1Br (stereo not drawn) | 6 | 0.7 | -14 | 0.3 | 0 |
| 10 | CCCCCCn1c(=O)n2n(c1=O)C[C@]1(OC(=O)NCc3ccc(OC)c(OC)c3)CN(S(=O)(=O)c3ccc(C)cc3)C[C@]1(O)C2 | 3 | nt | nt | nt | -6 |
| 11 | COc1c(-c2ccc(O)cc2)oc2cc(O)cc(O)c2c1=O | 12 | 1.7 | -8 | 0.9 | 10 |
| 12 | COC(=O)Cc1[nH]n(-c2ccccc2)c(=O)c1C=Nc1ccc(C)cc1 | 5 | -0.6 | -8 | -0.7 | -2 |
| 13 | CCCCNC(=O)C1c2cc(OC)c(OC)cc2C(=O)N(C)C1c1cccs1 (stereo not drawn) | 7 | -0.9 | -6 | -0.6 | -4 |
| 14 | O=C(CN1C(=O)NC2(CCc3ccccc32)C1=O)NCc1ccc(Cl)cc1 (stereo not drawn) | 1 | 0.6 | -12 | 1.0 | -4 |
| 15 | O=C(CCC(=O)OCC(F)(F)C(F)F)Nc1ccc(Cl)cc1 | 7 | 0.1 | -5 | 0.3 | -4 |
| 16 | COC(C(=O)Nc1ccc(S(=O)(=O)N2CCCCC2)cc1)c1ccccc1 (stereo not drawn) | 15 | 2.6 | 10 | 2.5 | 8 |

| # | TAAR1 antag | OXTR potentiator | TAAR1 ag | M1 antag |
| --- | --- | --- | --- | --- |
| 9 | -16 | -5 | 0 | -17 |
| 10 | 14 | nt | 4 | -17 |
| 11 | -3 | 0 | 1 | -6 |
| 12 | 10 | -4 | -2 | -6 |
| 13 | -16 | -3 | 1 | -7 |
| 14 | -7 | -6 | 0 | 5 |
| 15 | -3 | -3 | 12 | -7 |
| 16 | 12 | -10 | 14 | -31 |

(cont.)
| # | molecule | M1 PAM | OXTR agonist | CHO parental Ca | V1R ag counter | CHRM1 agonist |
| --- | --- | --- | --- | --- | --- | --- |
| 17 | COc1cccc(/C=N/Nc2cc(C)nc(-c3ccccc3O)n2)c1O | -10 | -2.0 | -7 | 0.1 | 0 |
| 18 | CN(C)C(CNC(=O)CSc1nnc(-c2ccco2)o1)c1ccccc1 (stereo not drawn) | 9 | 0.8 | -2 | -0.1 | -6 |
| 19 | N/C(=N\OC(=O)Cc1ccccc1[N+](=O)[O-])c1ccc(Br)cc1 | -3 | -3.0 | -12 | 1.2 | -5 |
| 20 | CCN(CCCNC(=O)Cn1ncc2c([nH]c3ccc(C)cc32)c1=O)Cc1ccccc1 | -2 | -0.4 | -19 | 0.1 | -5 |
| 21 | O=C(O)C1CCCN1C1=NS(=O)(=O)c2ccccc21 (stereo not drawn) | 16 | 0.8 | -6 | 0.0 | 10 |
| 22 | CC(C)(C)NC(=O)Cn1c(SCC(=O)NC2CC2)nc2ccccc21 | 2 | 0.5 | -16 | 0.8 | -5 |
| 23 | Cn1nc(C(=O)OCC(=O)Nc2ccccc2[N+](=O)[O-])c2ccccc2c1=O | -1 | 0.7 | -8 | 0.3 | -3 |
| 24 | CC(=O)Nc1nnc(SCC(=O)N2C(C)CCCC2C)s1 (stereo not drawn) | 0 | -0.2 | -15 | 0.8 | -3 |

| # | TAAR1 antag | OXTR potentiator | TAAR1 ag | M1 antag |
| --- | --- | --- | --- | --- |
| 17 | 65* | -15 | 17 | 37* |
| 18 | -10 | -3 | 4 | -10 |
| 19 | -14 | -2 | -3 | 3 |
| 20 | -34 | -9 | 1 | -3 |
| 21 | -10 | -2 | 7 | -9 |
| 22 | -13 | -2 | 9 | 4 |
| 23 | 3 | -6 | 1 | 2 |
| 24 | -9 | 1 | 2 | -6 |

(listing goes on)
| # | molecule | M1 PAM | OXTR agonist | CHO parental Ca | V1R ag counter | CHRM1 agonist |
| --- | --- | --- | --- | --- | --- | --- |
| 25 | O=C(Nc1ccc2c(c1)OCCO2)C1CCN(C(=O)c2ccc(Cl)cc2)CC1 | 16 | -1.3 | -14 | 1.1 | 2 |
| 26 | CC(=O)N1CCN(C(=O)c2cc(-c3ccc(Cl)s3)nc3ccccc23)CC1 | 4 | 2.5 | -12 | 6.3 | 3 |
| 27 | COc1ccc(-c2nn(-c3ccccc3)cc2C(=O)N2CCN(S(=O)(=O)c3cccc(F)c3)CC2)cc1 | 4 | -0.2 | -20 | 0.9 | -4 |
| 28 | COc1ccc(-n2c(CN3CCC(C)CC3)nc3ccc([N+](=O)[O-])cc3c2=O)c(OC)c1 | 14 | 0.7 | -18 | -0.8 | -4 |
| 29 | Cc1[nH]c(=S)c(C#N)c(C)c1C(=O)Nc1ccccc1 | 4 | 0.9 | -12 | 0.0 | 0 |
| 30 | Cc1ccc(CC(=O)OCCNC(=O)c2cccnc2)cc1 | -7 | 0.1 | 6 | 1.3 | -3 |
| 31 | O=C(c1ccccc1Oc1ccc(C(F)(F)F)cc1[N+](=O)[O-])N1CCOCC1 | -5 | 0.7 | -9 | 0.8 | -6 |
| 32 | Brc1ccc(-c2csc(/N=C/N3CCCC3)n2)cc1 | 12 | -2.3 | -5 | -1.2 | -6 |

| # | TAAR1 antag | OXTR potentiator | TAAR1 ag | M1 antag |
| --- | --- | --- | --- | --- |
| 25 | 5 | -8 | 4 | -19 |
| 26 | 52* | -7 | 24 | -6 |
| 27 | 29 | 1 | 2 | -6 |
| 28 | -2 | 5 | 1 | -24 |
| 29 | 1 | 3 | 6 | -1 |
| 30 | -7 | -6 | 7 | 18 |
| 31 | 2 | -10 | 2 | 5 |
| 32 | 12 | -23 | -1 | -12 |

Next section:
| # | molecule | M1 PAM | OXTR agonist | CHO parental Ca | V1R ag counter | CHRM1 agonist |
| --- | --- | --- | --- | --- | --- | --- |
| 33 | CCC(C(=O)OCn1nnc2ccccc2c1=O)c1ccccc1 (stereo not drawn) | 6 | -2.5 | -15 | 0.2 | -11 |
| 34 | COC(=O)c1cc(NS(=O)(=O)c2ccc(C(C)C)cc2)ccc1N1CCOCC1 | 3 | 0.1 | -22 | -0.8 | 1 |
| 35 | CNC(=S)Nc1ccc(C(N)=O)cc1 | 6 | -0.5 | -6 | 1.0 | -3 |
| 36 | CC(NC(=O)COC(=O)c1cc([N+](=O)[O-])ccc1N1CCOCC1)c1ccccc1 (stereo not drawn) | 3 | 2.9 | -23 | 2.5 | 0 |
| 37 | COc1ccc(-c2noc(-c3ccc4c(c3)OCO4)n2)cc1 | 5 | 0.9 | -9 | 1.2 | -1 |
| 38 | COc1ccccc1NC(=O)c1ccc(NC(=O)c2ccco2)cc1 | 6 | 2.5 | -14 | 4.8 | -1 |
| 39 | CCOC(=O)Nc1ccc(=O)n(Cc2c(Cl)cccc2Cl)c1 | 5 | 0.7 | -1 | 1.6 | 1 |
| 40 | O=S1(=O)CC(N2CCC(c3ccccc3)CC2)CN1Cc1ccc(F)cc1 (stereo not drawn) | 10 | nt | nt | nt | 0 |
| 41 | COc1ccc(CCC2(C)NC(=O)N(C(C)C(=O)N3c4ccccc4CC3C)C2=O)cc1 (stereo not drawn) | -3 | -1.8 | -18 | -0.5 | -2 |
| 42 | CN(C)CCN(C(=O)c1ccc(S(=O)(=O)N(C)C)cc1)c1nc2cc3c(cc2s1)OCCO3 | 9 | 0.2 | -6 | 0.8 | -9 |
| 43 | OC1(C(F)(F)F)CC(O)(C(F)(F)F)n2nc(-c3ccccc3)cc2N1 (stereo not drawn) | 11 | -0.5 | -13 | -0.3 | -4 |

| # | TAAR1 antag | OXTR potentiator | TAAR1 ag | M1 antag |
| --- | --- | --- | --- | --- |
| 33 | 4 | -7 | 3 | -10 |
| 34 | -16 | -8 | 2 | -14 |
| 35 | 4 | 2 | -3 | -6 |
| 36 | -3 | -4 | 4 | -9 |
| 37 | -34 | -9 | 2 | -4 |
| 38 | 4 | -13 | 5 | -4 |
| 39 | -4 | 0 | 17 | -5 |
| 40 | -29 | nt | 2 | -4 |
| 41 | 0 | -4 | 4 | 3 |
| 42 | -8 | -3 | 9 | -6 |
| 43 | 11 | -1 | 1 | -7 |
